KCNQ2 inh: KCNQ2 channel blockers in CHO-K1 cells – cell-based, FluxOR thallium flux, B-score, primary screen (AID 2156); 1.1% of 310,000 active; O88943; B-score at 10 µM; 20 min; hits give low values;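 active = fluorescence ratio B-score at most minus 3 library SDs, with starting brightness B-score within 2 library SDs, cut at about -5.5 in these data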
Kir21 inh: blocks the mouse Kir2.1 inward-rectifier potassium channel; P35561; HEK293-Kir2.1, FluxOR thallium flux fluorescence; hits give low values; B-score at 10 µM; 0.85% of 310,000 active; AID 1672;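 active = fluorescence ratio B-score at or below minus 3 SD of library scores, with starting-brightness B-score within 2 SD, cut at about -4.2 in these data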;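 note: channel flux triggered by added potassium and thallium sulfate stimulus; B-score of peak minus minimum fluorescence over baseline after thallium stimulus; more negative B-score means stronger Kir2.1 block with less thallium influx; some compounds called inactive have numbers as strong as hits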
Target sequence (P35561 whole entry, looked up): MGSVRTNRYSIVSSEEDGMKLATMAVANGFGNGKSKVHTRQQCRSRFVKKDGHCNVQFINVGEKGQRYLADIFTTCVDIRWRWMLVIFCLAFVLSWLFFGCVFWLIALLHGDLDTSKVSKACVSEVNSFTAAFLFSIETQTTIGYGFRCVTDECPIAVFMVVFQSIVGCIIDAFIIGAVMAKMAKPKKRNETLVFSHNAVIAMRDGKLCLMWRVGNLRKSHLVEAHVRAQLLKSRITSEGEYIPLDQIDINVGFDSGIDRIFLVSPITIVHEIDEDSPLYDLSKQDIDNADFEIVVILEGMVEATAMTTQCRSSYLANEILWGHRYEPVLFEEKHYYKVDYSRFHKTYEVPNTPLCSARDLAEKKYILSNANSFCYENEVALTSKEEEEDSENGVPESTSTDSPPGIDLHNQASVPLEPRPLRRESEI
STK33 inh: human STK33 kinase inhibition | purified STK33, MBP phosphorylation, ADP-Glo luminescence | inhibition, % at 10 µM | 0.073% of 320,000 active | AID 2661;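 active = inhibition at or above 25%, using the most active replicate where run in duplicate; inactive = inhibition below 25%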
Target sequence (Q9BYT3 whole entry, looked up): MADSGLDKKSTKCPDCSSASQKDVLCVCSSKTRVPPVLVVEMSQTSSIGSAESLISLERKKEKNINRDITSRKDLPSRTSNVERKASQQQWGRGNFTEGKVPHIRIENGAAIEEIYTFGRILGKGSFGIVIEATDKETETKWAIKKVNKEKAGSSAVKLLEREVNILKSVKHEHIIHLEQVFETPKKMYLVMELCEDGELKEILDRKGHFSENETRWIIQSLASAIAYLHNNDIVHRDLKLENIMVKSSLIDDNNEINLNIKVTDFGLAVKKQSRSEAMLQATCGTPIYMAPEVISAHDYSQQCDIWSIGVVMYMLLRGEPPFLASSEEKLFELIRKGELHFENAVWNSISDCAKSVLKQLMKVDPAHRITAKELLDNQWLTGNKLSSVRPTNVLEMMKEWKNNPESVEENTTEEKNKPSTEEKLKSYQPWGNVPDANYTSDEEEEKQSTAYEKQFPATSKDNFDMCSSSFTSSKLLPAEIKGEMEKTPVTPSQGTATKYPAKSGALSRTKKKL
Starred values were filed as active, the others as inactive; i = inactive; x = no result given; & = joins results of further samples.

The line under a structure holds: Kir21 inh	STK33 inh	KCNQ2 inh
> COc1ccccc1NC(=O)COc1cc(C)nc(C(C)C)n1
→ -0.66	-1.0	i
> COc1ccc(NC(=O)CC2CC3CCC2C3)cn1 (stereo not given)
→ -0.05	-2.2	i
> CS(=O)(=O)c1ccc2nc(NC(=O)CCC(=O)c3cccs3)sc2c1
→ 1.8	1.3	i
> Cc1c(Cc2ccccc2)c(=O)oc2c(CN(C)C)c(O)c(Cl)cc12
→ 1.4	0.6	i
> COc1cc2[nH]c(=O)n(CCC(=O)NC3CCCC3)c(=O)c2cc1OC
→ 2.7	-1.5	i
> COc1cccc(/C=C/C(=O)c2ccc3c(c2)OCCO3)c1OC
→ 0.01	-2.4	i
> COc1ccc(-c2nnnn2C)cc1S(=O)(=O)NCc1ccccc1
→ 0	-2.1	i
> CCCn1c(CCNc2nc(-c3ccc(Cl)c([N+](=O)[O-])c3)cs2)nc2cc(Cl)c(Cl)cc21
→ -0.44	-1.2	i
> COc1ccc(-n2c(SCC(=O)Nc3sc4c(c3C#N)CCCC4)nnc2-c2ccccc2OC)cc1
→ -0.8	-2.4	i
> Cc1ccc(/C=C2\SC(=S)N(C(Cc3ccccc3)C(=O)O)C2=O)cc1 (stereo not given)
→ 1.9	-2.6	i
> Nc1nnc(SCC(=O)OCC(=O)c2ccccc2Br)s1
→ 0.88	-0.8	i
> Cc1ccc(C(=O)C(OC(=O)CCC(=O)Nc2cccc(C)c2)c2ccccc2)cc1 (stereo not given)
→ 0.48	-1.0	i
> COc1ccc(CNc2oc(-c3ccccc3)nc2C#N)cc1
→ -0.56	0.5	i
> CCS(=O)(=O)N1CCN(S(=O)(=O)c2ccc3c(c2)OCCO3)CC1
→ 1.1	5.5	i
> COc1cc(NC(=O)c2cccc(COCC(F)(F)C(F)F)c2)cc(OC)c1OC
→ -0.02	0.3	i
> N/C(Cc1cccc2ccccc12)=N\OC(=O)c1ccc2c(c1)OCO2
→ -0.63	0.1	i
> CN1C(c2ccc(F)cc2)=CS/C1=C(/C#N)c1nnc(N2CCOCC2)n1-c1ccccc1
→ -1	0.5	i
> COc1cccc(-c2nnn(CCc3nn[nH]n3)n2)c1
→ -0.68	0.0	i
> O=C1CC(NCc2ccncc2)C(=O)N1c1ccccc1 (stereo not given)
→ 0.39	-1.2	i
> Cc1cc(C)c(C2=CC(c3ccccc3)n3ncnc3N2)cc1C (stereo not given)
→ 0.64	-0.4	i
> COc1ccc(CSCC(=O)Nc2ccccc2SC)cc1
→ -2.8	-1.2	i
> O=C(Cn1c(=O)n(-c2ccccc2)c(=O)n1CC(=O)N1CCCCC1)N1CCCCC1
→ -0.08	7.9	i
> COc1ccccc1NC(=O)CSc1nc(C)c2c(c1C#N)CCCC2
→ -0.47	-0.3	i
> COc1ccc(/C=C/C(=O)c2cc(F)ccc2OC(=O)c2ccccc2OC)cc1OC
→ 1	x	i
> Oc1ccccc1C(=S)N1CCN(c2cccc(Cl)c2)CC1
→ 0.14	-0.6	i
> O=C(Cn1c(=O)[nH]c2ccccc2c1=O)N1CCN(Cc2ccc3c(c2)OCO3)CC1
→ 0.5	-1.2	i
> COc1ccc(/C=N/NC(=O)CCn2nnc3ccccc32)cc1
→ 0.99	-2.9	i
> Cc1cc(=O)oc2cc(OCC(=O)N3CCN(C(=O)C4COc5ccccc5O4)CC3)ccc12 (stereo not given)
→ -0.84	-0.7	i
> COc1ccccc1CNC(=O)C(=O)Nc1ccc(C(=O)N2CCC(C)CC2)cc1
→ -1.2	-0.9	i
> COC(=O)c1[nH]c2ccccc2c1NS(=O)(=O)c1ccc(F)c(C)c1
→ 1.3	-0.1	i
> CCOc1ccc(C2Nc3ccccc3NC3=C2C(=O)CC(C)(C)C3)cc1OC (stereo not given)
→ -0.24	-1.6	i
> O=C(CN(C(=O)c1csnn1)c1ccccc1C(F)(F)F)NCc1ccccc1
→ 1.7	-1.5	i
> O=C(O)/C=C/c1ccc2c(c1)OCCO2
→ 0.95	0.8	i
> Cc1ccc(C(=O)N2CCN(c3ncnc4c(C)csc34)CC2)cc1
→ 1.4	-0.5	i
> COc1ccc(C(=O)ON=C2CCN(c3ccc([N+](=O)[O-])cc3)CC2)cc1
→ -1.5	-1.6	i
> CCOC(=O)C1(Cc2ccc(OC)cc2)CCN(C(=O)CCn2ccc(C)n2)CC1
→ 0.21	-0.4	i
> Cc1ccc(S(=O)(=O)N2CCN(C(=O)CN3CCOCC3)C2c2ccccc2)cc1 (stereo not given)
→ 0.71	-0.9	i
> CCOC(=O)C1CCCN(C(=O)C2c3ccccc3Oc3ccccc32)C1 (stereo not given)
→ -2.7	-0.4	i
> O=C1CNC(=O)N1
→ 0.73	-0.1	i
> O=C(Nc1ccc(N2CCCC2)cc1)C(c1ccccc1)c1ccccc1
→ -0.21	1.0	i
> Cc1nnc(SCC(=O)Nc2ccccc2)n1CCc1ccccc1
→ -0.15	-1.9	i
> Cn1c(SCC(=O)Nc2ccccc2F)nnc1C1CCCCC1
→ -0.31	-0.6	i
> COc1ccc(-c2cc(=O)oc3c(C)c(OCc4nn[nH]n4)ccc23)cc1
→ -1.4	-0.1	i
> COc1ccc(-n2c(SCC(=O)Nc3cc(C)on3)nc3c([nH]c4ccccc43)c2=O)cc1
→ 0.06	-0.4	i
> Fc1ccc(-c2nnn(Cc3nc4ccccc4s3)n2)cc1
→ -1.5	-2.1	i
> Cc1nc(OCC(C)C)c2sc3nc4c(cc3c2n1)COC(C)(C)C4
→ -0.24	-2.3	i
> COc1ccc(C2CC(=O)NC(=O)C2)cc1
→ 0.56	0.7	i
> Cc1ccc(CN2CCC(c3nc4ccc(Cl)cc4[nH]3)CC2)cc1
→ -10*	0.1	i
> O=C(NCCCn1ccnc1)c1ccc(Cl)c(S(=O)(=O)N2CCOCC2)c1
→ -0.03	0.5	i
> c1ccc(-c2cnnc3ccccc23)cc1
→ 1.4	-1.7	i
> Cc1ccc(NC(=O)COc2ccc(/C=C3/NC(=O)NC3=O)cc2)cc1
→ -2.6	-0.6	i
> COc1ccc(OC)c(S(=O)(=O)N2CCC(C(=O)Nc3cccc(C(F)(F)F)c3)CC2)c1
→ 0.33	-2.2	i
> O=C(c1cccc(S(=O)(=O)N2CCCC2)c1)N1CCN(c2ccccc2)CC1
→ 0.85	0.0	i
> COc1ccccc1CNC(=O)[C@H](CCSC)NC(=O)[C@@H]1Cc2ccccc2CN1
→ -1.2	-0.3	i
> Cc1cc(F)ccc1S(=O)(=O)Nc1c(C)n(C)n(-c2ccccc2)c1=O
→ 0.05	-0.3	i
> CCSc1nnc(-c2ccccc2N)c(=O)[nH]1
→ 0.42	-1.3	i
> COCc1cc(CN2CCCC(C(=O)Nc3ccc(-c4ccco4)cc3)C2)ccc1OC (stereo not given)
→ -0.16	-1.2	i
> O=C(O)CC1SC(=Nc2ccccc2)N(c2ccccc2)C1=O (stereo not given)
→ 0.62	-1.1	i
> Cc1cc(F)ccc1NC(=O)c1cc(S(=O)(=O)N2CCc3ccccc32)cn1C
→ -1.3	-1.5	i
> CC(C)c1nnc(NC(=O)c2cc3ccccc3o2)s1
→ -0.27	-1.9	i

Additional entries follow:
The line under a structure holds: Kir21 inh	STK33 inh	KCNQ2 inh
> Cc1cc(SC(C)C(=O)O)nc2ccccc12 (stereo not given)
→ 0.71	-1.8	i
> COc1cccc(C(=O)NCC2(c3ccccc3)CCCC2)c1OC
→ -3.5	-0.5	-5.9*
> CCOC(=O)Nc1ccc2c(c1)N(C(=O)OCCN(C)C)c1ccccc1CC2
→ -0.92&0.05	0.6&-0.1	i
> COc1ccccc1CNC(=O)C1CCCN(S(=O)(=O)c2cccc3cccnc23)C1 (stereo not given)
→ -1.5	-1.2	i
> O=C(Nc1ccc(Cl)c(-c2nc3ccccc3[nH]2)c1)c1cccnc1
→ -0.03	1.5	i
> S=c1[nH]nc(Cc2ccc(Cl)cc2)o1
→ -1.1	-1.2	i
> CCOc1ccc(N(CC(=O)OC)S(=O)(=O)c2ccc3c(c2)n(C)c(=O)c(=O)n3C)cc1
→ -1.1	0.2	i
> NC(=O)Cc1cn(-c2ncc(C(F)(F)F)cc2Cl)c2ccccc12
→ 0.53	-1.4	i
> Cc1ccc(NC(=O)Nc2cccs2)nc1
→ -2.2	-1.0	i
> CN(C1CCCCC1)S(=O)(=O)c1ccc(NC(=O)c2ccc(Br)o2)cc1
→ -0.15	2.0	i
> CCN(CC)CC#CCC(O)(c1ccccc1)c1ccccc1
→ -1.7	0.1	i
> CNC(=O)CSc1nnc(NC(=O)C2CC(=O)N(c3ccccc3OC)C2)s1 (stereo not given)
→ -0.03	-1.3	i
> Nc1nc(SCC(=O)Nc2c(Br)cc([N+](=O)[O-])cc2Br)n[nH]1
→ -0.66	0.6	i
> COc1cc(C2NC(=O)C(C#N)=C(S)N2c2ccc(C)cc2)ccc1OC(C)C (stereo not given)
→ -1.4	-0.4	i
> Cc1ccc(CSCC(=O)NCc2ccc(F)cc2)cc1
→ -0.3	-1.4	i
> CCOC(=O)Nc1ccc2c(c1)N(C(=O)CCN1CCOCC1)c1ccccc1S2=O (stereo not given)
→ 0.25	-1.3	i
> Nc1nc(NC(=O)c2ccco2)nn1-c1ccccc1
→ 1.3	0.1	i
> CN(C)CCn1c(SCc2ccccc2C#N)nc2c(sc3ccccc32)c1=O
→ 0	0.3	i
> Cc1ccc(S(=O)(=O)N(C)c2ccc(OCC(=O)Nc3nnc(C4CC4)s3)cc2)cc1
→ 1.9	x	i
> COC(=O)C1CCN(C(=O)CSc2nnc(-c3ccccc3)o2)CC1
→ -1.1	-1.1	i

Three of the entries above in order of the Kir21 inh value, high to low.
The line under a structure holds: Kir21 inh	STK33 inh	KCNQ2 inh
> CN(C)CCn1c(SCc2ccccc2C#N)nc2c(sc3ccccc32)c1=O
→ 0	0.3	i
> COc1cc(C2NC(=O)C(C#N)=C(S)N2c2ccc(C)cc2)ccc1OC(C)C (stereo not given)
→ -1.4	-0.4	i
> Cc1ccc(NC(=O)Nc2cccs2)nc1
→ -2.2	-1.0	i

Additional records follow:
The line under a structure holds: Kir21 inh	STK33 inh	KCNQ2 inh
> O=C(CSc1nccn1-c1ccc(Cl)cc1)N1CCCc2ccccc21
→ -9.3*	1.3	i
> CCOc1ccc(N(CC(=O)Nc2cccnc2)S(=O)(=O)c2ccc(C)cc2)cc1
→ 0	-1.5	i
> CCn1c(C)nnc1SCC(=O)NC1CCCCCC1
→ 0.59	-1.7	i
> S=C(NCc1ccc(Cl)cc1)Nc1ccncc1
→ -0.73	4.0	i
> O=C1CCC(/C=C/c2ccccc2)=NN1
→ -1.1	1.1	i
> O=C(N/N=C/c1ccccn1)c1ccc([N+](=O)[O-])cc1Cl
→ 0.24	-1.5	i
> Cc1ccc(NC(=O)CNC(=O)CC23CC4CC(CC(C4)C2)C3)c(O)c1
→ 0.54	x	i
> CC(C)OC(=O)c1ccc(NC(=O)c2cncc(Br)c2)cc1
→ 0.15	-0.6	i
> Cc1cc(Cl)ccc1OCC(=O)N(Cc1cccs1)C1CCS(=O)(=O)C1 (stereo not given)
→ -2.7	0.2	i
> COCCN=c1scc(-c2cccs2)n1/N=C(\C)c1ccco1
→ -0.44	0.8	i
> CCCCCOC(=O)CSc1nnc(-c2ccccc2)c(=O)[nH]1
→ 0.49	-3.2	i
> N#Cc1c(N)nc(Sc2ccc(Cl)cc2)c(C#N)c1-c1ccccc1Cl
→ 0.84	-0.1	i
> O=C(NCCc1ccccn1)c1cc(-c2ccc(Cl)c(Cl)c2Cl)nc2ccccc12
→ 2.1	-0.5	i
> CCOc1ccc2[nH]c(=O)c(CN(Cc3nnnn3Cc3ccco3)C3CCCCC3)cc2c1
→ -0.63	1.6	i
> Cc1ccc2c(c1)N(CC(=O)N1CCN(c3ccccc3)CC1)C(=O)C(C)O2 (stereo not given)
→ 1.4	-2.9	i
> CCOC(=O)COc1ccc(S(=O)(=O)N2CCN(C(=O)OCC)CC2)cc1
→ 2.1	-1.3	i
> c1ccc(CCn2nnnc2CN2CCCc3ccccc32)cc1
→ -1.3	-1.1	i
> COc1cccc(OC(C)c2ccnc3nc(/N=C/N(C)C)nn23)c1 (stereo not given)
→ 0.65	1.1	i
> O=[N+]([O-])c1cccc(-c2nnc(-c3ccccc3F)o2)c1
→ 3	-1.0	i
> CCOc1cc(S(=O)(=O)NCc2cccs2)ccc1Cl
→ -0.18	-1.2	i
> CC(C)c1cc(C(=O)N/N=C/c2ccoc2)cs1
→ 0.67	0.3	i
> O=C1CCc2cc(S(=O)(=O)Nc3cccc(F)c3)cc3c2N1CC3
→ -0.45	1.0	i
> CC(=O)c1cccc(NC(=O)c2ccc(C)c(S(=O)(=O)N3CCOCC3)c2)c1
→ 1.3	-0.9	i
> COc1cc(C(=O)OCC(=O)NCC2CCCCC2)ccc1OCC(C)C
→ -0.67	-0.6	i
> O=C(COC(=O)c1ccccn1)Nc1cccc(Cl)c1Cl
→ 0.04	0.6	i

A few values from the entries so far:
Kir21 inh, `CC(C)c1cc(C(=O)N/N=C/c2ccoc2)cs1` → 0.67
Kir21 inh, `O=C(COC(=O)c1ccccn1)Nc1cccc(Cl)c1Cl` → 0.04
STK33 inh, `CC(=O)c1cccc(NC(=O)c2ccc(C)c(S(=O)(=O)N3CCOCC3)c2)c1` → -0.9
STK33 inh, `COc1cc(C(=O)OCC(=O)NCC2CCCCC2)ccc1OCC(C)C` → -0.6
STK33 inh, `O=C1CCc2cc(S(=O)(=O)Nc3cccc(F)c3)cc3c2N1CC3` → 1.0

No enrichment for hits; 1.9% or so of the library scored in one or more.
